ABCB1 inh: blocks JC-1 efflux by human ABCB1 transporter; P08183; CCRF-Adr cells, flow cytometry; inhibition, % at 6.6 µM; 190,000 tested, 0.067% active; AID 1326; in the data active = inhibition above about 40%;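 also: 0% = vehicle and 100% = reference inhibitor; higher value means more JC-1 retained so stronger ABCB1 efflux block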
GSH bead fluor: GSH bead compound fluorescence profile; AID 1776; 190,000 tested, 0.25% active; GSH beads flow cytometry, compound fluorescence 488/530 nm; stronger effect = higher value; fluorescence (KMESF) at 10 µM; in the data active = fluorescence above about 89;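 also: glutathione beads carrying GST-tagged Bcl family fusion proteins plus one bare bead set; values are compound well signal with DMSO vehicle wells as background; inactives centre near 16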
Bim-Bcl-W: disrupts Bim peptide binding to human Bcl-W. bead-based flow cytometry. Q92843. AID 952. 190,000 tested, 0.02% active. inhibition, % at 10 µM;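 also: 0% = bound tracer without compound and 100% = peptide blocker; higher means less fluorescent Bim peptide bound to Bcl-W beads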
Avidin fluor: compound fluoresces at 488/530 nm on avidin beads; compound fluorescence 488/530 nm, flow cytometry; stronger effect = higher value; 220,000 tested, 0.38% active; AID 1775; fluorescence (KMESF) at 10 µM; in the data active = fluorescence above about 47; also: inactives centre near 10
Bcl-B Bim block: inhibitors of Bim-Bcl-B interaction, human | Q9HD36 | bead-based flow cytometry, Bim peptide-Bcl-B binding | inhibition, % at 10 µM | 190,000 tested, 0.073% active;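 also: 0% = tracer peptide without compound and 100% = reference inhibitor peptide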
Target sequence (Q9HD36 whole entry, looked up): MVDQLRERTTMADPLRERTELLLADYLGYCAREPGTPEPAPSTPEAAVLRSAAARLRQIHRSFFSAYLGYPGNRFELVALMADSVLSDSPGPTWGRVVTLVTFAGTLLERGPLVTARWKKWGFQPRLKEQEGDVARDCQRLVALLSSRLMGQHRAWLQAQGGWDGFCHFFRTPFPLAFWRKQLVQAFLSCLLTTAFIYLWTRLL
ABCG2 inh: blocks JC-1 efflux by human ABCG2 transporter | inhibition, % at 6.6 µM | 190,000 tested, 0.1% active | AID 1325 | IgMXP3 cells, flow cytometry;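 active = inhibition above 80%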;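 also: 0% = DMSO and 100% = nicardipine control wells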
Target sequence (Q9UNQ0 whole entry, looked up): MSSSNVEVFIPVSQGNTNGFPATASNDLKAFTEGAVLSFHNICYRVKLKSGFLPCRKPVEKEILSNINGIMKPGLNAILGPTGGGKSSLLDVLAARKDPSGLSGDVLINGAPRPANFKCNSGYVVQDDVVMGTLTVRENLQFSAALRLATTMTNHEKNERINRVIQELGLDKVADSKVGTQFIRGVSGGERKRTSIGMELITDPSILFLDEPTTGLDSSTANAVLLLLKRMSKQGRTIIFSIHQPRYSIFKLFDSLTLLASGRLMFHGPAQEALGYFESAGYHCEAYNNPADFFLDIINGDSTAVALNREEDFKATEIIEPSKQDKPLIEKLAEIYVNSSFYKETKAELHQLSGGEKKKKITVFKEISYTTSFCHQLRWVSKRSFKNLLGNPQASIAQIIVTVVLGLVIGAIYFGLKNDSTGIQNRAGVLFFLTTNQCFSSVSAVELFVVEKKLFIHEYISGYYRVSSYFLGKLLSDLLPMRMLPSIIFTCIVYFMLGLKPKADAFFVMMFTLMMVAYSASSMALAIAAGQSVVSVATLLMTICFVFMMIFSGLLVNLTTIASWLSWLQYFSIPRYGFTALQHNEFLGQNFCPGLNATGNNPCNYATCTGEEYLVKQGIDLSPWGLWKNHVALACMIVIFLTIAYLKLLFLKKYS
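Read-out basis: Efflux inhibition in percent versus controls | Test system: ABCG2 IgMXP3 and barcoded ABCB1 CCRF-Adr cell mix | Quantity: 3 million cells/mL in well | Schedule: 10 min at 25 °C | Control set: Nicardipine as high control, DMSO as low control | Reagent: JC-1 as fluorescent efflux pump substrate | Signal: Flow cytometry of retained JC-1 fluorescence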
RGS4-Gao reg: human RGS4-Galphao interaction regulation | P09471 | Multiplexed bead flow cytometry, RGS4-Galphao binding; actives lie on both sides | binding response (% of control), % at 10 µM | 220,000 tested, 0.33% active | AID 1415; in the data active = binding response below about 49% or above about 150%; inactive = in between;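 also: fluorescent Galphao activated with aluminum fluoride binding bead-coupled RGS4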
Bim-Bcl-2: human Bim-Bcl-2 interaction inhibition. 190,000 tested, 0.06% active. P10415. inhibition, % at 10 µM. Bead-based flow cytometry, Bim peptide-Bcl-2 binding; in the data active = inhibition above about 40%; inconclusive = no clear call, values can overlap the other calls;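 also: 0% = no compound wells with probe peptide and 100% = reference peptide inhibitor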
Bim-Bfl-1: disrupts Bim binding to human Bfl-1; Q16548; Bead-based flow cytometry, Bim-Bfl-1 binding inhibition; inhibition, % at 10 µM; 190,000 tested, 0.12% active; AID 1008;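 also: 0% = wells without compound plus tracer and 100% = blocker peptide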
Bcl-XL Bim block: inhibitors of Bim-Bcl-XL interaction, human; inhibition, % at 10 µM; Q07817; 190,000 tested, 0.04% active; AID 1007; Bim peptide-Bcl-XL binding, bead flow cytometry, fluorescence
RGS7-Gao reg: regulators of human RGS7-Galphao interaction | P09471 | Multiplexed bead flow cytometry, RGS7-Galphao binding; actives lie on both sides | binding response (% of control), % at 10 µM | 220,000 tested, 0.35% active; in the data active = binding response below about 49% or above about 150%; inconclusive = no clear call, values can overlap the other calls; inactive = in between;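 also: fluorescent Galphao held in activated GDP-AlF4 state binding bead-coupled RGS7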
* = called active by the depositor; ? = inconclusive; / = no result given. Rule as the data show it, unless noted: active = inhibition above about 40%. The order is random. About 1.3% of those tested had a hit in this group.

Bim-Bcl-2,Avidin fluor,RGS7-Gao reg,ABCG2 inh,ABCB1 inh,GSH bead fluor,Bim-Bfl-1,Bcl-B Bim block,RGS4-Gao reg,Bim-Bcl-W,Bcl-XL Bim block,SMILES
0,4,101,1,-0.1,29,0,-7,96,2,-1,O=C1OC(Nc2ccc3c(c2)OCO3)c2ccccc21 (stereo unspecified)
4,0,85,4,0.2,24,6,1,75,5,9,CCSc1nc(N)c2c3c(sc2n1)CCC3
1,17,100,0,0.3,5,0,3,103,1,-2,Cc1ccc(S(=O)(=O)Oc2ccccc2N2C(=O)C3CC=CCC3C2=O)cc1 (stereo unspecified)
1,9,107,0,0.2,10,3,-4,104,0,1,NC(=O)C1(N2CCCCC2)CCN(C(=S)Nc2cccc(Cl)c2)CC1
-1,10,101,8,0.4,12,-5,-1,103,0,0,CSc1nnc2ccc(-c3cccs3)nn12
-16,17,102,-2,-0.8,9,-21,-10,100,-4,-9,O=C(/C=C/c1ccccc1Cl)Nc1ccc(-c2nnc3n2CCCCC3)cc1
-5,14,104,1,0.1,41,-10,-6,104,-2,1,CC(=O)N1N=C(c2cccc(Cl)c2)OC1c1ccc(C(C)C)cc1 (stereo unspecified)
-4,7,100,4,0.3,46,-9,-4,104,1,-6,CCOC(=O)c1ccccc1N/C=C1\CCCC1=O
-2,7,102,1,1.1,14,-4,-4,100,0,0,Cc1nn(C)c(Cl)c1/C=N/OC(=O)c1ccc(F)cc1
-3,6,97,0,-0.2,22,-1,-9,101,0,-2,Cc1cc2c(=O)n(Cc3ccco3)c(SCC(=O)NCc3ccco3)nc2s1
1,11,99,2,0.2,15,-1,-5,100,2,2,CC(C)CNC(=S)N1CCC(C(=O)c2ccc3c(c2)OCCO3)CC1
-6,24,96,2,1.1,12,-11,-7,97,-3,-3,CCCNc1sc(S(=O)(=O)CCC)nc1S(=O)(=O)c1ccc(C)cc1
1,5,104,1,0.6,9,2,0,103,0,-2,CCCCOc1cccc(C2C(C(=O)c3cccs3)=C(O)C(=O)N2Cc2cccnc2)c1 (stereo unspecified)
-10,36,97,21,1.5,20,-12,-9,98,2,-5,O=C(Nc1ccc2c(c1)OCO2)C1CCN(C(=O)c2cccs2)CC1
0,10,100,-1,0.2,45,0,0,98,-3,-3,O=C(c1ccc(-c2ccccc2)cc1)c1ccccc1C(=O)N1CCOCC1

Record cards, from the list above. Order of screens: Bim-Bcl-2	Avidin fluor	RGS7-Gao reg	ABCG2 inh	ABCB1 inh	GSH bead fluor	Bim-Bfl-1	Bcl-B Bim block	RGS4-Gao reg	Bim-Bcl-W	Bcl-XL Bim block
Entry for CCOC(=O)c1ccccc1N/C=C1\CCCC1=O = -4	7	100	4	0.3	46	-9	-4	104	1	-6
Entry for CCSc1nc(N)c2c3c(sc2n1)CCC3 = 4	0	85	4	0.2	24	6	1	75	5	9

(further entries)
Bim-Bcl-2,Avidin fluor,RGS7-Gao reg,ABCG2 inh,ABCB1 inh,GSH bead fluor,Bim-Bfl-1,Bcl-B Bim block,RGS4-Gao reg,Bim-Bcl-W,Bcl-XL Bim block,SMILES
0,9,100,5,5.5,14,-2,0,102,0,-2,Cc1sc2nc(SC3CCOC3=O)n(Cc3ccccc3)c(=O)c2c1C (stereo unspecified)
1,12,101,5,0.1,15,8,5,97,0,-1,Cc1cccc(C(=O)NCC(=O)Nc2ccc(S(=O)(=O)Nc3nc(C)cc(C)n3)cc2)c1
-9,9,?,-1,-0.1,18,-12,-9,93,-5,-5,Cc1csc(SCC(=O)NCc2ccccc2)n1
-3,5,102,2,0.1,12,-1,-1,102,1,0,CNC(=O)c1cc2cc(OC)ccc2oc1=N
0,20,96,2,0.6,17,-3,-1,103,-3,-2,Cc1nn(CC(=O)NCCN2CCOCC2)c(C)c1[N+](=O)[O-]
-6,11,97,10,1.4,11,-6,-3,93,0,-2,Cc1ccn2c(NC(C)(C)C)c(-c3cccs3)nc2c1
-3,13,102,1,0.1,24,-2,1,101,-1,2,COc1cccc(C(=O)N2CCN(Cc3ccccn3)CC2)c1OC
-11,80*,122,15,1.5,44,-12,-10,103,1,-6,CCOC(=O)COc1c(Br)cc(/C=C2\SC(=O)N(CC(=O)N3CCCC3)C2=O)cc1OC
0,22,89,1,0.5,9,-1,0,93,1,-2,COc1cccc(/C(O)=C2/C(=O)C(=O)N(Cc3ccco3)C2c2ccncc2)c1 (stereo unspecified)
0,5,92,0,-0.3,12,0,1,97,-2,-2,Cc1sc(NC(=O)C2C3CCC(O3)C2C(=O)O)nc1-c1ccc(CC(C)C)cc1 (stereo unspecified)
4,6,85,2,0.1,11,3,2,89,5,3,NC(=O)COC(=O)c1cccc(NS(=O)(=O)/C=C/c2ccccc2)c1
-4,24,97,3,0.5,62,-7,-8,97,-3,-4,CC(C)(C)c1ccc(CNC(=O)c2ccc3c(c2)NC(=O)CO3)cc1
-7,36,100,2,0.4,15,2,-2,99,-3,0,CC(=O)Nc1nc(C)c(S(N)(=O)=O)s1
0,9,101,0,0.4,79,3,0,100,0,-2,COCC(C)n1c(COc2ccccc2F)nnc1SCc1c(C)noc1C (stereo unspecified)
-3,11,?,1,1.3,15,-7,-6,99,0,0,Cc1cc(C)c(NC(=O)Cn2nnc(C(=O)NCc3ccco3)c2N)c(C)c1

The list continues.
Bim-Bcl-2,Avidin fluor,RGS7-Gao reg,ABCG2 inh,ABCB1 inh,GSH bead fluor,Bim-Bfl-1,Bcl-B Bim block,RGS4-Gao reg,Bim-Bcl-W,Bcl-XL Bim block,SMILES
1,7,99,1,0.1,7,0,1,99,-1,-1,CCCCN(N=Nc1nonc1OC)c1nonc1OC
0,37,102,2,0.3,24,0,-2,101,-5,-6,O=C(Nc1cccc(F)c1)C1CCN(C(=O)Cc2ccccc2)CC1
-10,8,99,2,2.3,24,-10,-5,100,0,0,O=c1c2ccccc2nc(N2CCN(c3ccccc3)CC2)n1Cc1ccccc1
1,6,102,9,1.3,13,-1,0,102,0,-2,O=C(CCOc1ccccc1F)N1CCN(c2ccccc2O)CC1
0,10,99,1,0.0,18,0,0,100,-1,-1,Cc1ccc(-c2csc(C(C#N)=C3CCCC3)n2)cc1
-8,18,98,0,0.5,33,-12,-7,101,-2,-5,CC(=O)N1CCCc2cc(S(=O)(=O)N(C)Cc3ccccc3)ccc21
-5,10,103,-12,-1.4,10,3,-1,103,2,-3,O=S(=O)(Nc1nc2ccccc2nc1Nc1cccc(S(=O)(=O)N2CCCCC2)c1)c1ccccc1
-3,10,103,1,0.0,12,-6,-3,102,-2,-1,COc1ccc(/C=C/C2=NNC(=O)CC2)cc1
-4,7,101,9,-0.3,34,-1,-5,103,-5,-7,CC(C)C(=O)Nc1nnc(CSCc2ccccc2F)s1
-1,12,101,-3,-5.1,27,-1,1,99,0,-1,COc1ccc2c(c1)CCc1c-2n[nH]c1C(=O)O
-5,12,98,5,1.2,13,-11,-6,102,-7,-5,COc1ccc(-n2cc(CNCC3CC(=O)N(C4CC4)C3)c(-c3ccccc3Cl)n2)cc1 (stereo unspecified)
1,6,107,9,1.3,/,0,/,104,-1,-1,COc1ccc2c(c1)CCC(C)N2S(=O)(=O)c1ccc(C2CNC(=O)C2)cc1 (stereo unspecified)
-3,27,98,3,0.4,17,0,0,99,-1,-2,CCCNC(=O)c1[nH]c(C)c(C(C)=O)c1C
-11,9,103,0,0.2,35,-15,-8,112,0,7,O=C(CCCOc1ccccc1)N1CCc2ccccc2C1
-5,4,98,5,2.1,8,-2,-6,100,-3,-7,Cc1ccc(C)c(N2CCN(C(=O)c3cc(S(=O)(=O)N4CCOCC4)ccc3F)CC2)c1

Additional entries:
Bim-Bcl-2,Avidin fluor,RGS7-Gao reg,ABCG2 inh,ABCB1 inh,GSH bead fluor,Bim-Bfl-1,Bcl-B Bim block,RGS4-Gao reg,Bim-Bcl-W,Bcl-XL Bim block,SMILES
7,17,95,1,0.0,46,8,11,94,4,2,O=C(c1c(Cl)cccc1Cl)N1CCCCCC1
-2,4,100,1,0.6,35,-5,-4,99,4,-9,O=C1c2ccccc2C(=O)N1CCCCSc1nnc2c(Cl)cc(Cl)cn12
-9,6,90,9,0.2,18,-15,-5,92,-5,-9,N/C(CC(=O)Nc1ccc(F)cc1)=N\O
-2,6,100,1,0.1,18,-1,0,102,-3,0,CN1CCN(C(=O)C2=C[C@@H](c3ccc(C(F)(F)F)cc3)C[C@@H](OCCCCO)O2)CC1
-2,14,96,3,0.6,28,-1,-2,93,-3,-4,COc1ccc(C(=O)NCC(=O)O)cc1
-5,5,96,3,0.6,13,-5,0,95,0,-3,Cc1cccc(Nc2ccc(NCc3ccccc3)nn2)c1
-2,13,103,5,-1.0,13,-3,-4,107,0,1,Cn1c(=O)[nH]c(=O)c2c1nc(Br)n2C/C=N/Nc1ccccc1
2,16,98,3,0.4,15,1,-23,100,-5,2,O=C(c1ccccc1)c1sc(N2CCCCCC2)nc1-c1ccccc1
0,8,97,10,1.4,19,-5,-3,100,-2,-3,O=C(COC(=O)c1ccc2ccccc2n1)c1ccccc1
-10,4,97,1,0.4,43,-11,-10,92,3,-9,CCN(CC)CCn1c(NCc2ccccn2)nc2ccccc21
-2,1,93,19,2.9,11,0,-7,92,-6,-6,Brc1ccc(C=Nc2ccc3c(c2)OCCOCCOCCO3)s1
-6,7,98,4,1.1,27,-10,-9,103,-2,-5,COc1ccc(Nc2nc(N)nc(CN3CCC(Cc4ccccc4)CC3)n2)cc1
-1,5,98,11,1.2,14,0,-4,101,-1,-4,COc1ccccc1OCCn1cc(C#N)c2ccccc21

Compound activity as filed in PubChem BioAssay.
